Compound activity from PubChem.
PfHsp40 rescue: rescue of yeast from PfHsp40 toxicity, primary screen, S. cerevisiae, ATP luminescence; S. cerevisiae expressing PfHsp40, growth rescue; 340,000 compounds, 0.68% hits; growth rescue, % at 12.5 µM; AID 504582, 2011; in the data active = growth rescue above about 28%, passing the limit was not always enough; inconclusive = no clear call, values can overlap the other calls;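 note: yeast W303a lacking pdr1 and pdr3 grown in galactose medium; growth measured after three days at 30 °C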
SARS 3CLpro inh: SARS-CoV 3CLpro protease inhibitors, primary screen, biochemical, quenched FRET; Replicase polyprotein 1ab (Severe acute respiratory syndrome coronavirus), P0C6X7; recombinant SARS-CoV 3CLpro, quenched FRET peptide cleavage; inhibition, % at 6 µM; 290,000 compounds, 0.14% hits; AID 1706, 2009; in the data active = inhibition above about 12%
Rv3671c protease: Rv3671c serine protease inhibitors, primary screen, biochemical, fluorescence polarization, M. tuberculosis H37Rv | P9WHR9 | 320,000 compounds, 0.048% hits | AID 2606, 2010 | inhibition, % at 5.96 µM; in the data active = inhibition above about 38%;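 note: extracellular domain of Rv3671c used as enzyme; 0% = enzyme with DMSO and 100% = no enzyme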
DUSP3 inh: VHR1 phosphatase inhibitors, primary screen, biochemical, absorbance, uHTS. 290,000 compounds, 0.52% hits. Dual specificity protein phosphatase 3 (Homo sapiens), P51452. AID 1654, 2009. inhibition, % at 13.3 µM. recombinant VHR phosphatase, pNPP absorbance; in the data active = inhibition above about 50%; note: some compounds called inactive have numbers as strong as hits
Anthrax LF prot: Bacillus anthracis LF protease inhibitors, primary screen, biochemical, multiplex microsphere, MLPCN library; multiplex microsphere protease cleavage assay; inhibition, % at 10 µM; 360,000 compounds, 0.12% hits; AID 588501, 2011; in the data active = inhibition above about 30%; inconclusive = no clear call, values can overlap the other calls; note: plate controls were buffer without enzyme for full effect and enzyme alone for no effect
PriA SSB inh: inhibitors of Klebsiella pneumoniae PriA binding to SSB C-terminal tail, primary screen, biochemical, AlphaScreen; PriA–SSB C-terminal tail interaction (Klebsiella pneumoniae); AlphaScreen SSBct-PriA binding, biotinylated peptide; inhibition, % at 33 µM; 430,000 compounds, 0.6% hits; AID 1272365, 2023; in the data active = inhibition mostly above about 37%, no sharp cut-off; inactive = mostly below about 20%;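 note: plate controls were negative control peptide for no effect and reference peptide for full effect; strong numbers were not always called active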
BH1578 lux ind: inducers of Vibrio cholerae quorum light production without autoinducers, primary screen, BH1578 luxS cqsA deficient, single point; V. cholerae BH1578 lux reporter, luminescence, 6 h; activation, % at 18.7 µM; 350,000 compounds, 0.16% hits; AID 588436, 2011; in the data active = activation mostly above about 9.7%, no sharp cut-off; inconclusive = no clear call, values can overlap the other calls; inactive = mostly below about 3.7%; note: not every result past the cut was called active; inactives centre near 0; reference of the scale not given here
MazF activator: activators of E. coli MazEF toxin-antitoxin RNase, primary screen, biochemical, fluorescence, uHTS. Endoribonuclease toxin MazF (Escherichia coli (strain K12)), P0AE70. FAM/BHQ RNA-DNA oligo cleavage fluorescence, 5 h. activation, % at 20 µM. 350,000 compounds, 0.32% hits; in the data active = activation above about 50%
TcdB GH inh: TcdB glycohydrolase inhibitors, primary screen, biochemical, single point, plate reader | 350,000 compounds, 0.24% hits | inhibition, % at 9.99 µM | TcdB glycohydrolase enzymatic assay | Toxin B (Clostridioides difficile), P18177; in the data active = inhibition above about 10%
Target sequence (P18177 whole entry, looked up): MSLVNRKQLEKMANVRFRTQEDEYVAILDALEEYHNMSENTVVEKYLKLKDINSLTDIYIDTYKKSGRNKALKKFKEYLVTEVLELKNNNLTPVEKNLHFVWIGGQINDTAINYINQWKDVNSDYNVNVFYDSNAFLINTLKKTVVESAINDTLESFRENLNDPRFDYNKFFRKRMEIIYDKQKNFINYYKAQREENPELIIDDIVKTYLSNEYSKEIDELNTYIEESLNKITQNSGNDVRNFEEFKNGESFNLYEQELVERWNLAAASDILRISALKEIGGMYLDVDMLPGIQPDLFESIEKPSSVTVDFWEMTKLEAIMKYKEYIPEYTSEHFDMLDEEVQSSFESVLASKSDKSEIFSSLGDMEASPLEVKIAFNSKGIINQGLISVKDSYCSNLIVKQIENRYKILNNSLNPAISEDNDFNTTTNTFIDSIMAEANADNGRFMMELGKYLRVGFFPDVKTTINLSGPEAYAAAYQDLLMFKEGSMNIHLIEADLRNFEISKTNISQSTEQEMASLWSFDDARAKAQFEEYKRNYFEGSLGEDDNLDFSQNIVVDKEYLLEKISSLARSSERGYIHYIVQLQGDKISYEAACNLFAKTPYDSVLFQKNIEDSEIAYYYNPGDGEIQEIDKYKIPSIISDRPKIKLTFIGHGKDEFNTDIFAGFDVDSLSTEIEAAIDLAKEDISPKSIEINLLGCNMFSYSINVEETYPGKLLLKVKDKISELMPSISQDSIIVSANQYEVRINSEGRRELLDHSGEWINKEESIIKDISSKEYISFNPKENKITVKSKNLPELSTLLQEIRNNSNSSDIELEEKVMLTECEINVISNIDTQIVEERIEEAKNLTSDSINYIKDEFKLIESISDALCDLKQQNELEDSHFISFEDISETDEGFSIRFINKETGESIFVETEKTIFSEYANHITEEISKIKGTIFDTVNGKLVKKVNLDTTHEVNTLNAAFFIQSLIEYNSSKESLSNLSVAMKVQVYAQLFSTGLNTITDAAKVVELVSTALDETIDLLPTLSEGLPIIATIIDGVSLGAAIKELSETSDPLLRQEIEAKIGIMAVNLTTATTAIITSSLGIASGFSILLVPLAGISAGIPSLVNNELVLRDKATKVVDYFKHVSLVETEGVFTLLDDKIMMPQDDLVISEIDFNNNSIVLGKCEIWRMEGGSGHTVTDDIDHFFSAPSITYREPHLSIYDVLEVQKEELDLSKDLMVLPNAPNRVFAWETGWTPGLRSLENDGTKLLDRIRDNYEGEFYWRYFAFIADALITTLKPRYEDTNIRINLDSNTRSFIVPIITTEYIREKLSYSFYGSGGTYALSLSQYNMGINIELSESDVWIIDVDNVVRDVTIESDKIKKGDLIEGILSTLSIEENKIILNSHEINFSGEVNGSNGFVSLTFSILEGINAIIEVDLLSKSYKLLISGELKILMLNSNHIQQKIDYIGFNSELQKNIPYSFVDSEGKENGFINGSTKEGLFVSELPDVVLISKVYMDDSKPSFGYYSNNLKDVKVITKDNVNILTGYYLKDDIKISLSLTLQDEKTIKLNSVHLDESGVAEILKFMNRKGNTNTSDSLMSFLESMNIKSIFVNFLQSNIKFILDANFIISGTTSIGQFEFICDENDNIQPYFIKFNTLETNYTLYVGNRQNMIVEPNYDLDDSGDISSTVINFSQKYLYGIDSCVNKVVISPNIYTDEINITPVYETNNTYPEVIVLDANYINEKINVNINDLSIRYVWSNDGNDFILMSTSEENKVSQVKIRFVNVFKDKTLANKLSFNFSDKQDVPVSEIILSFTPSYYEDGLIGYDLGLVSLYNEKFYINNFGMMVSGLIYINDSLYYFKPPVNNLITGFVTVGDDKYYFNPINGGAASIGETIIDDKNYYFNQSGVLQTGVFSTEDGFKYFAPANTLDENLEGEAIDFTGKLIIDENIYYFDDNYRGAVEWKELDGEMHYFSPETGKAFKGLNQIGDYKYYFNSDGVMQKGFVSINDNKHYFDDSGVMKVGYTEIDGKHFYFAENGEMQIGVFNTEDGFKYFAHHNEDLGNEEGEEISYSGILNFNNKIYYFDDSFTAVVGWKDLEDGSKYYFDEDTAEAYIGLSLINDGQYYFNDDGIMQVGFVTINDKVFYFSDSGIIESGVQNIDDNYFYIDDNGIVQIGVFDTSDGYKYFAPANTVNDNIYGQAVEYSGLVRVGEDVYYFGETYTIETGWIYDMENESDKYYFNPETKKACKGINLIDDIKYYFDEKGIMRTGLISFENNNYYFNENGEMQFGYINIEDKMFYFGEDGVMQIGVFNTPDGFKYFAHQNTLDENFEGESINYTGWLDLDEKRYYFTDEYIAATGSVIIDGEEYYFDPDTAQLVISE
Y pestis TopoI: Yersinia pestis topoisomerase I inhibitors, primary screen, biochemical, cleavage product accumulation, plate reader, single point; Y. pestis Topo-I cleavage product accumulation; activity, % at 10 µM; 360,000 compounds, 0.064% hits; AID 504884, 2011; in the data active = activity above about 50%, passing the limit was not always enough; inconclusive = no clear call, values can overlap the other calls; note: inactives centre near 2
Numbers without * were called inactive; i = inactive; ? = inconclusive; . = no result given; & = joins results of further samples. Not all compounds are listed; the hit share may differ from the screen's.

SMILES	PfHsp40 rescue	SARS 3CLpro inh	Rv3671c protease	DUSP3 inh	Anthrax LF prot	PriA SSB inh	BH1578 lux ind	MazF activator	TcdB GH inh	Y pestis TopoI
CCN1CCc2c(sc(NC(=S)NC(=O)c3ccccc3)c2C#N)C1	0.6	6	-5	40	4	11	-0.6	62*	.	-7
CNC(=S)NNC(=O)c1cc(-c2cccnc2)nc2ccccc12	-4.0	-7	-3	5	-5	-2	i	5	0.2	1
O=C(NCCS(=O)(=O)N1CCN(c2cccc(Cl)c2)CC1)C1CCCC1	-0.4	.	-3	.	-1	2&-18	-0.8	0	0.6	15
C#CCOCCOCCOCCNc1nc(N2CCN(C(=O)[C@H](CCCCN)n3cc([C@@H](N)C(C)CC)nn3)CC2)nc(N2CCN(C(=O)[C@H](Cc3ccc(O)cc3)n3cc([C@@H](N)CC(C)C)nn3)CC2)n1 (stereo partly specified)	12	1	-18	25	-4	-13	-0.4	23	-0.3	-24
OC(CN1CCN(c2ccc(C(F)(F)F)cn2)CC1)c1ccccc1 (stereo unspecified)	-0.3	4	1	16	-16	-7	-0.1	2	2.5	4
CCC(C)[C@H](NC(=O)[C@@H]1Cc2ccccc2CN1)C(=O)Nc1ccc2c(c1)OCO2 (stereo partly specified)	-1.3	11	-8	-10	-2	3	-0.3	-16	-1.2	1
COc1ccc(CCNS(=O)(=O)c2ccc(Br)cc2)cc1	6.4	0	1	-2	-9	-12	i	1	0.7	17
CCOc1c(CNCCCSc2nc(C)cc(C)n2)cccc1OC	-0.3	-1	1	-12	11	3	i	6	0.2	4
COc1ccc(CN2C(=O)c3cccnc3C2=O)cc1S(=O)(=O)N1CCOc2ccc(Cl)cc21	0.9	5	-3	-9	0	2	0.0	-4	0.5	26
Cc1cc2nc(-c3ccccc3)cc(=O)n2[nH]1	-1.7	-1	-5	16	-5	11	-0.3	5	1.1	-3
Cc1sc(NC(=O)CN2CCCC2)nc1-c1ccc2c(c1)CCN2C(=O)c1ccc(F)cc1	0.2	6	-9	-5	1	0	-0.5	-5	0.9	2
O=C(O)c1ccc(N2C(=O)CC(N3C(=O)/C(=C/c4ccc(Cl)cc4)SC3=S)C2=O)cc1 (stereo unspecified)	-0.1	-1	-14	3	-9	19	-8.5	-14	0.4	-3
Cc1ccc(C)c(OCC(O)CN2CCC(C)CC2)c1C (stereo unspecified)	0.3	1	5	21	4	-7	0.8	-4	.	-7
CN(C)S(=O)(=O)Nc1cccc(-c2cn3c(n2)SCC3)c1	1.7	-2	5	4	3	-5	-2.2	6	-0.2	3
NC(=O)C1(N2CCCCC2)CCN(C(=O)c2cccs2)CC1	0.3	-2	-1	21	-6	-9	-1.5	6	0.3	3
Cc1sc2nc(C3CC3)nc(SCC(=O)N3CC(=O)Nc4ccccc43)c2c1C	0.2	-1	6	19	1	4	i	-13	.	3
COc1ccc(CCNC(=O)c2cccs2)cc1	0.6	5	3	7	-7	-4	-0.3	9	0.1	-1
O=C(CSc1nnc(NC(=O)C2CC2)s1)Nc1cccc(F)c1	-0.2	-6	1	-3	4	-4	-0.4	4	0.6	10
CCSc1nc(-c2ccc(OC)cc2)ccc1C#N	18	-11	2	10	-3	-109	-0.3	-4	.	20
COc1ccc(-c2noc(CCCC(=O)NC3CCCCC3)n2)cc1	1.2	-3	-5	20	1	0	-0.1	-1	0.4	3
Cc1cc(C=O)c(C)n1CC1CCCO1 (stereo unspecified)	0.9	1	3	46	3	11	-0.6	11	.	-3
Cc1cc(C)c(C#N)c(N2CCN(c3ccc(F)cc3)CC2)n1	-1.1	0	0	46	10	-4	i	0	-1.4	8
Cc1ccc(NC(=O)CN(C)C(=O)c2ccccc2Sc2ccccc2C#N)cc1	0.5	.	-5	.	1	-8	i	4	1.2	13
CCCCNc1ccc(C(CC(N)=O)NC(=O)Cc2ccc(Br)cc2)cc1[N+](=O)[O-] (stereo unspecified)	-1.8	.	3	-1	4	-7	i	-4	0.1	10
COc1ccc([C@H]2C=C(C(=O)O)O[C@@H](OCCCCO)C2)cc1	-1.5	.	-20	23	2	-16	i	1	1.1&1.3	-2

Given with bars between the fields: three of the compounds above.
Structure | PfHsp40 rescue | SARS 3CLpro inh | Rv3671c protease | DUSP3 inh | Anthrax LF prot | PriA SSB inh | BH1578 lux ind | MazF activator | TcdB GH inh | Y pestis TopoI
Cc1cc(C=O)c(C)n1CC1CCCO1 (stereo unspecified) | 0.9 | 1 | 3 | 46 | 3 | 11 | -0.6 | 11 | . | -3
Cc1cc(C)c(C#N)c(N2CCN(c3ccc(F)cc3)CC2)n1 | -1.1 | 0 | 0 | 46 | 10 | -4 | i | 0 | -1.4 | 8
Cc1ccc(NC(=O)CN(C)C(=O)c2ccccc2Sc2ccccc2C#N)cc1 | 0.5 | . | -5 | . | 1 | -8 | i | 4 | 1.2 | 13

Some of these compounds in order of number of heavy atoms, rising:
SMILES	PfHsp40 rescue	SARS 3CLpro inh	Rv3671c protease	DUSP3 inh	Anthrax LF prot	PriA SSB inh	BH1578 lux ind	MazF activator	TcdB GH inh	Y pestis TopoI
COc1ccc(CCNC(=O)c2cccs2)cc1	0.6	5	3	7	-7	-4	-0.3	9	0.1	-1
O=C(NCCS(=O)(=O)N1CCN(c2cccc(Cl)c2)CC1)C1CCCC1	-0.4	.	-3	.	-1	2&-18	-0.8	0	0.6	15
O=C(O)c1ccc(N2C(=O)CC(N3C(=O)/C(=C/c4ccc(Cl)cc4)SC3=S)C2=O)cc1 (stereo unspecified)	-0.1	-1	-14	3	-9	19	-8.5	-14	0.4	-3
Cc1sc(NC(=O)CN2CCCC2)nc1-c1ccc2c(c1)CCN2C(=O)c1ccc(F)cc1	0.2	6	-9	-5	1	0	-0.5	-5	0.9	2

The list goes on:
SMILES	PfHsp40 rescue	SARS 3CLpro inh	Rv3671c protease	DUSP3 inh	Anthrax LF prot	PriA SSB inh	BH1578 lux ind	MazF activator	TcdB GH inh	Y pestis TopoI
O=C(CSc1nc2ccncc2[nH]1)Nc1ccccc1C(F)(F)F	-1.1	-1	-4	14	6	-1	.	2	.	-1
CS(=O)(=O)CCN1CC2CCCC(C2)C1	?	.	.	.	0	-14	-2.2	-8	1.5	6
C[C@H]1CN([C@@H](C)CO)C(=O)Cc2cc(NC(=O)CCC(F)(F)F)ccc2O[C@H]1CN(C)S(=O)(=O)c1ccc(F)cc1	-0.8	.	2	.	-4	12	-1.0	4	0.7&1.2	22
Cc1cccc(C(=O)Nc2onc(C)c2C#N)c1	-0.5	3	3	29	.	3	-0.3	4	.	7
Cn1c(=O)n(C)c2cc(NC(=O)C(F)(F)F)ccc21	-1.4	5	1	-6	2	-16	i	-3	.	-5
Cc1ccc(S(=O)(=O)N(CC(=O)N/N=C/c2cccc(Cl)c2)c2cccc3cccnc23)cc1	-1.1	2	5	7	2	.	i	-7	.	1
COc1ccc(Cn2c(CCC(=O)NCCC(C)C)nc3ncccc3c2=O)cc1	-0.3	1	-4	4	3	-8	i	1	1.5	10
CN(C)c1ccc(-c2nn3c(-c4ccc(Cl)cc4)nnc3s2)cc1	-1.9	0	.	-2	.	-5	-0.3	-29	.	7
O=C(C1CC(=O)N(C2CCCCC2)C1)N1CCN(c2ccccc2)CC1 (stereo unspecified)	0.5	-5	1	36	-4	17	i	1	1.9	-3
CC1CCCC(C)N1/N=C/c1cccc([N+](=O)[O-])c1 (stereo unspecified)	1.2	-1	2	1	0	.	-0.4	11	0.5	2
CCOc1ccc(-n2c(=S)sc3c(=O)n(-c4ccc(F)cc4)c(SCC(=O)O)nc32)cc1	1.0	4	-4	-29	-10	-2	-0.6	7	7.1	0
CCOC(=O)C1=C(CNCCc2ccc(Cl)cc2)NC(=O)NC1c1cccc([N+](=O)[O-])c1 (stereo unspecified)	-0.4	8	-4	6	-2	11	-1.0	-1	1.1	-4
COc1ccc(CNC(=O)CN(C(=O)c2csnn2)c2ccccc2F)cc1	-0.1	-5	-7	16	-2	-3	-0.3	3	1.1	7
COc1ccc(OCC(=O)OC(C)CN2CCOCC2)cc1 (stereo unspecified)	-0.5	2	-3	9	1	8	-0.9	-2	.	3
Cc1ccc(NC(=S)N2CCC(N(C)CC3CCCO3)CC2)cc1C (stereo unspecified)	-0.1	7	6	14	-2	-2	-0.6	-21	-0.2	-13
CC(=O)N(c1ccc2oc(=O)sc2c1)S(=O)(=O)c1ccc(C(=O)O)cc1	0.1	1	-9	17	-12	-16	-1.6	11	1.3	5
CCOC(=O)C1(C)CCCN(C(=O)c2ccccc2C(F)(F)F)C1 (stereo unspecified)	.	.	.	.	-3	.	-1.2	.	0.5	-7
CCCCN1C(=O)C(NC(=O)c2cccnc2)(C(F)(F)F)C2=C1CC(C)(C)CC2=O (stereo unspecified)	-1.1	0	3	24	-2	-16	-13	-2	.	-14
CCOc1ccc(NC(=O)COc2ccc(S(=O)(=O)N3CCOCC3)cc2)cc1	-0.9	.	9	.	-1	-1	-3.3	0	2.6	11
Cc1cc(NC(=O)c2cc(-c3ccncc3)nc3c(C)cccc23)no1	0.7	-1	-8	-12	4	-2	3.8	8	.	-12
COc1ccc(C(=O)Nc2nnc([C@@H]3C[C@H](O)[C@@H](CO)O3)s2)cc1	.	.	.	.	-5	.	-0.3	.	0.7	3
CN(C)c1ncc(S(=O)(=O)c2ccc(Cl)cc2)c(-c2ccccc2)n1	0.2	5	5	21	4	-26	i	-6	.	10
COc1ccc(Cl)c2sc(N3CCN(C(=O)c4ccco4)CC3)nc12	1.3	.	-2	.	-5	0	i	7	3.0	46
COc1cccc(NC(=S)N2CCC(Cc3ccccc3)CC2)c1	4.2	-1	.	11	-1	0	i	9	-0.2	12
COc1ccc(-c2cc(NC=O)c3ncc(-c4cccc(C(=O)N(C)C)c4)n3c2)c(OC)c1	.	.	.	.	2	.	i	.	0.9	18
OCC(O)C1OC(Oc2ccccc2)C(O)C(O)C1O (stereo unspecified)	0.3	.	.	.	3	-8	.	5	0.1	3

Copied from the list.
`COc1cccc(NC(=S)N2CCC(Cc3ccccc3)CC2)c1` in SARS 3CLpro inh = -1
`CCCCN1C(=O)C(NC(=O)c2cccnc2)(C(F)(F)F)C2=C1CC(C)(C)CC2=O` (stereo unspecified) in Rv3671c protease = 3
`CCOC(=O)C1=C(CNCCc2ccc(Cl)cc2)NC(=O)NC1c1cccc([N+](=O)[O-])c1` (stereo unspecified) in SARS 3CLpro inh = 8
`CS(=O)(=O)CCN1CC2CCCC(C2)C1` in BH1578 lux ind = -2.2
`O=C(CSc1nc2ccncc2[nH]1)Nc1ccccc1C(F)(F)F` in PriA SSB inh = -1
